Source: PubChem BioAssay
All columns: NCI-60 one-dose screen, growth in % after 48 h at 10 µM unless noted; 100 = growth as untreated, 0 = no growth, -100 = all killed.
SR = SR leukemia cells; actives 8.7% (n = 73,000)
BT-549 = BT-549 breast cancer | AID 1794793 | actives 4.4% (n = 78,000)
MDA-MB-468 = MDA-MB-468 breast cancer | actives 8.5% (n = 78,000)
MCF7 = MCF7 breast cancer | actives 6.3% (n = 82,000)
MOLT-4 = MOLT-4 leukemia cells; actives 6.9% (n = 80,000); AID 1794779
MDA-MB-231 = MDA-MB-231 breast cancer; actives 5% (n = 81,000); AID 1794789
T-47D = T-47D breast cancer. actives 5% (n = 79,000). AID 1794792
K-562 = K-562 leukemia; actives 7.4% (n = 78,000); AID 1794777
An asterisk follows results filed as active; · = not tested or not shown; & = joins results of further samples. How the source made its calls: active means growth percent below 10; inactive means the rest.

SMILES	SR	BT-549	MDA-MB-468	MCF7	MOLT-4	MDA-MB-231	T-47D	K-562
COC(=O)c1c(C)[nH]c2c3c(c(O)cc12)[C@H]1C[C@@H]2[C@@]4(C)CCCC(C)(C(=O)OC)[C@@H]4CC[C@@]32C=C1C(C)C (stereo partly drawn)	104.5	108.3	89.7	76.8	86.8	84.1	71.6	80.3
O=C(Cn1cc(COc2ncnc3c2cnn3-c2ccccc2)nn1)Nc1cccc(Cl)c1	90.7	89.7	91.8	84.0	74.9	84.9	93.6	105.4
CC1=Nc2cnc(Nc3ccc(OCCN(C)C)cc3)nc2Nc2ccccc21	46.7	90.7	92.5	80.7	52.4	63.4	71.8	40.3
CCCCNS(=O)(=O)c1ccc(OC)c(N)c1	102.2	107.3	92.1	94.5	108.3	90.2	102.7	102.0
Oc1ccc(C(c2ccc(O)cc2)c2ccc(Br)cn2)cc1	104.3	-42.6*	-35.7*	-20.5*	101.2	83.0	-38.5*	73.5
Cn1ccnc1C(=O)/C=C/c1ccc(CNC(=O)c2ccc(F)cc2)cc1	8.7*	43.2	-29.1*	11.6	9.8*	11.0	33.4	11.3
NC(N)=NCC1COC2(CCCCC2)O1 (stereo not drawn)	75.7	113.4	101.9	103.4	88.2	95.1	100.5	90.8
CCCCS(=O)(=O)NC(=O)Nc1ccc(C)cc1	124.9	107.3	105.0	94.4	109.1	111.3	92.7	112.6
COc1cc(CN(CCC(=O)c2ccc(Cl)cc2)Cc2ccccc2)cc(OC)c1OC	·	113.1	102.3	·	98.6	107.7	101.8	104.2
Cc1c(O)cc(-c2csc(N)n2)c(O)c1C	81.8	105.4	64.2	65.6	98.4	97.9	79.7	93.4
c1ccc(C2Cc3ccccc3C2=NC2CCCCC2)cc1 (stereo not drawn)	91.1	88.3	111.0	86.1	102.2	97.2	93.5	99.6
CCn1cc(-c2cc(-c3ccc(Cl)cc3)[nH]c(=O)c2C#N)c(-c2ccc(Br)cc2)n1	88.0	86.9	102.3	79.6	95.0	84.9	77.8	95.8
O=C(OC(CC(F)F)c1ccc2ccccc2c1)c1ccccn1 (stereo not drawn)	113.9	105.7	102.6	99.8	85.7	105.4	110.3	96.9
CC(=O)C1=C(C)NC(SCC(=O)Nc2ccc(S(=O)(=O)Nc3cc(C)on3)cc2)=NC1c1ccc(Cl)cc1 (stereo not drawn)	94.4	108.8	120.7	98.2	102.8	111.5	97.9	101.5
CCn1c(=S)[nH]c2ccccc2c1=O	·	114.9	83.9	90.3	96.0	102.0	101.7	99.0
O=C1CN(CN2CCCCC2)C(=O)CN1CN1CCCCC1	82.3	93.6	107.1	103.7	88.6	120.9	96.4	93.3
N#CC1=C(N)OC2=C(C(=O)c3ccccc3C2=O)C1c1ccsc1 (stereo not drawn)	102.3	89.6	105.9	89.3	114.3	92.3	97.6	·
CSc1nc(-c2ccc(C)cc2)[nH]c1S(=O)(=O)c1ccccc1	87.0	99.1	89.1	83.8	79.5	89.9	64.5	84.8
O=C(C1=Cc2cccn2Cc2cnnn21)c1ccc(O)cc1	110.6	97.8	95.4	101.8	105.3	109.3	107.6	103.6
O=C(O)c1cc(-c2ccccc2)nc2ccccc12	·	103.6	108.0	·	102.2	101.3	101.1	105.3

A draw from above in order of molecular weight, falling.
SMILES	SR	BT-549	MDA-MB-468	MCF7	MOLT-4	MDA-MB-231	T-47D	K-562
CC(=O)C1=C(C)NC(SCC(=O)Nc2ccc(S(=O)(=O)Nc3cc(C)on3)cc2)=NC1c1ccc(Cl)cc1 (stereo not drawn)	94.4	108.8	120.7	98.2	102.8	111.5	97.9	101.5
O=C(Cn1cc(COc2ncnc3c2cnn3-c2ccccc2)nn1)Nc1cccc(Cl)c1	90.7	89.7	91.8	84.0	74.9	84.9	93.6	105.4
O=C(OC(CC(F)F)c1ccc2ccccc2c1)c1ccccn1 (stereo not drawn)	113.9	105.7	102.6	99.8	85.7	105.4	110.3	96.9
O=C(C1=Cc2cccn2Cc2cnnn21)c1ccc(O)cc1	110.6	97.8	95.4	101.8	105.3	109.3	107.6	103.6
CCCCS(=O)(=O)NC(=O)Nc1ccc(C)cc1	124.9	107.3	105.0	94.4	109.1	111.3	92.7	112.6
Cc1c(O)cc(-c2csc(N)n2)c(O)c1C	81.8	105.4	64.2	65.6	98.4	97.9	79.7	93.4

Other results follow:
SMILES	SR	BT-549	MDA-MB-468	MCF7	MOLT-4	MDA-MB-231	T-47D	K-562
CCCOC(=O)CC(CC(=O)OCCC)C(=O)OCCC	91.6	106.4	97.8	90.5	84.1	135.1	99.8	101.0
CCCCC(C(O)c1ccccc1)N1CCOCC1 (stereo not drawn)	100.7	109.8	103.6	104.8	90.9	111.9	100.1	86.5
CS(=O)(=O)c1ccc(C(=O)N/N=C/c2cccc(O)c2)cc1	102.0	97.5	93.6	97.1	98.9	99.0	94.1	103.0
CC(C)(C)OC(=O)n1cc(-c2nc(-c3c[nH]c4c(Cl)nccc34)cs2)c2cc(Br)ccc21	23.2	90.6	111.0	61.8	75.2	91.7	60.7	86.2
CN1C(=O)C(=Cc2cn(CC(O)CN3CCOCC3)c3ccccc23)C(=O)N(C)C1=O (stereo not drawn)	95.3	122.6	114.9	88.7	96.2	103.9	105.6	104.5
COc1cc(C2SCC(=O)N2c2ccc(C)cc2)ccc1OCC(=O)Nc1ccc(C(C)=O)cc1 (stereo not drawn)	92.9	105.5	89.1	90.8	101.4	97.0	97.8	109.9
COc1cc(COC(=O)CCCCC[P+](c2ccccc2)(c2ccccc2)c2ccccc2)c(OC)c2c1OCO2	0.2*	55.5	-2.4*	47.7	93.3	70.2	14.7	19.4
O=C(CSc1n[nH]c(-c2ccncc2)n1)c1ccc(Cl)cc1	97.2	102.5	105.9	76.9	95.0	95.2	82.0	87.4
O=P(NC1CCCCC1)(c1ccccc1)c1ccccc1	98.3	110.5	103.0	99.0	91.7	105.1	109.6	95.6
Cc1ccc(-c2cc(-c3ccc(Cl)cc3)nc(NC(=O)c3ccncc3)n2)cc1	101.1	108.4	107.0	84.9	76.6	90.1	82.5	84.1
NNC(=O)C1CC(O)Cc2cc(F)ccc2N1 (stereo not drawn)	·	114.9	108.2	98.9	·	96.4	93.3	·
O=c1oc2ccccc2cc1C1=NN(c2ccccc2)C(c2cn(-c3ccccc3)nc2-c2ccc(Br)cc2)C1 (stereo not drawn)	96.3	123.2	85.6	89.8	110.6	97.1	94.4	95.0
COc1ccc(CCNC(=O)c2cccc(Cl)c2)cc1OC	91.0	107.4	102.9	88.2	89.1	116.6	94.7	110.3
CSC(=O)NNC(=O)c1ccncc1	96.9	113.1	115.8	91.7	103.8	111.0	110.3	112.9
CCCCCCCCCCCCCCCCCC(=O)OCC1(COC(=O)CCCCCCCCCCCCCCCCC)COC(CCCCCCCCCCCCCCCCC)=N1	106.1	96.3	100.8	103.7	103.5	93.2	90.8	91.4
C[C@@H]1O[C@@H](OC[C@H]2OC(Oc3c(-c4ccc(OCCO)c(OCCO)c4)oc4cc(OCCO)cc(O)c4c3=O)[C@H](O)[C@@H](O)[C@@H]2O)[C@H](O)[C@H](O)[C@H]1O (stereo partly drawn)	·	112.0	99.4	·	122.2	99.6	108.6	120.7
O=C1NC(=O)C(CC(=O)n2cnc3ccccc32)C(=O)N1	·	102.4	104.0	98.6	101.4	104.2	100.4	104.8
Clc1ccc2c(c1)C(Br)c1cc(Cl)cc(Cl)c1-2 (stereo not drawn)	-4.3*	87.3	96.7	69.0	-20.2*	75.6	73.0	·
Cc1ccccc1NC(=O)CNCC(C)C	88.4	90.9	110.5	99.3	88.7	122.0	101.2	102.6
Cc1c2c(cc3c1OCN(Cc1ccccc1)C3)OCN(Cc1ccccc1)C2	71.9	95.3	105.2	87.4	104.4	85.6	92.9	71.2
O=c1[nH]cnc2c1ncn2C1O[C@H](CO)[C@@H](O)[C@H]1O (stereo partly drawn)	91.0	112.2	111.3	98.8	98.9	121.5	108.2	·
COc1ccc(NC(=O)NNC(=O)c2ccncc2)cc1	95.3	122.2	122.1	109.4	97.9	117.3	104.8	99.4
Cc1cn([C@]2(CF)O[C@H](CO)C2C)c(=O)[nH]c1=O (stereo partly drawn)	181.5	109.8	·	119.8	94.0	115.6	119.4	104.2
C1CCC(NC2=NCCO2)CC1	103.3	113.4	97.0	94.2	98.4	124.6	105.9	93.1
COC1/C=C/OC2(C)Oc3c(C)c(O)c4c(O)c(c(C=NOC(c5ccccc5)c5ccccc5)c(O)c4c3C2=O)NC(=O)/C(C)=C/C=C/C(C)C(O)C(C)C(O)C(C)C(OC(C)=O)C1C (stereo not drawn)	-5.1*	32.7	3.6*	10.9	5.4*	8.8*	-82.7*	17.1
Cc1ccc2c(C3C(C#N)=C(N)Oc4cc5ccccc5cc43)cc(=O)oc2c1 (stereo not drawn)	16.9	47.9	30.3	17.9	20.8	50.6	35.9	·
COC(=O)[C@]12CCC(C)(C)C[C@@H]1C1=CC[C@@H]3[C@@]4(C)CC[C@H](N=Cc5ccccn5)C(C)(C)[C@@H]4CC[C@@]3(C)[C@]1(C)CC2	·	156.3	105.5	99.7	·	107.3	101.2	·
NCCOc1ncccc1/C=C1\c2ccccc2-c2ccc(F)cc21	9.0*	82.4	-24.1*	14.9	2.3*	34.7	21.2	3.3*
N#Cc1c(N)sc(=S)c2c1CCCC2	93.6	98.5	109.7	93.3	95.4	111.1	95.7	112.7
O=C(CN1CCNCC1)Nc1cccc(-c2cc3ccccc3[nH]2)c1	52.6	81.0	46.1	67.7	37.7	50.1	62.5	39.9
C[C@@H]1N=C(c2ccc3ncccc3c2)Nc2nc3ccccn3c2C1=O	·	97.1	73.3	67.1	93.0	91.1	76.6	86.1
CC(O)CNC1c2ccccc2CC1O (stereo not drawn)	94.2&92.5	102.4&109.6	121.8&99.4	102.3&102.6	107.8&104.3	114.1&98.7	96.1&111.0	87.5&100.9
CC(=O)N1N=C(c2ccc(Br)cc2)CC1c1c(C)nn(-c2ccccc2)c1N1CCOCC1 (stereo not drawn)	90.2	78.2	89.4	94.3	69.0	95.4	88.4	97.0
COC(=O)c1cc(Cl)ccc1NCC(N)c1ccccc1 (stereo not drawn)	83.3	96.3&89.3	91.6&101.6	95.4&100.0	98.1&85.6	65.5&89.3	91.0&84.4	89.4&75.1
Cc1ccc2c(c1)C(=O)/C(=C\Nc1ccc(C(N)=O)cc1)C(O)O2 (stereo not drawn)	97.1	82.4	·	96.6	80.6	83.1	73.9	97.7
O/N=C1\c2ccccc2-c2ccc(Br)cc21	102.1	114.7	108.0	91.1	89.2	107.0	97.2	98.7
CCCC(=O)Nc1ccc2c(c1)CN1C(=O)c3ccccc3C1=N2	102.6	106.5	97.8	96.0	98.4	102.6	101.4	102.3
CCN(C(=O)CCl)c1ccccc1	93.6	107.4	100.8	106.4	99.6	108.4	99.4	90.2
CC(C)(C)NC(=O)C(OC(=O)C1CC1c1ccc(F)c(F)c1)c1ccc(Cl)cc1 (stereo not drawn)	99.3	102.5	82.1	95.3	99.3	112.0	98.8	102.3
C[C@]12CC[C@@H]3c4ccc(O)cc4CC[C@H]3[C@@H]1CC[C@@H]2NS(=O)(=O)c1ccc2ccccc2c1	29.0	81.4	76.9	27.0	41.5	54.5	47.3	25.8

Two of the compounds above, with values under each structure:
Second line of a record – SR | BT-549 | MDA-MB-468 | MCF7 | MOLT-4 | MDA-MB-231 | T-47D | K-562
- Cc1cn([C@]2(CF)O[C@H](CO)C2C)c(=O)[nH]c1=O (stereo partly drawn)
    181.5 | 109.8 | · | 119.8 | 94.0 | 115.6 | 119.4 | 104.2
- C1CCC(NC2=NCCO2)CC1
    103.3 | 113.4 | 97.0 | 94.2 | 98.4 | 124.6 | 105.9 | 93.1
